# Source: PubChem (Sanford-Burnham Center for Chemical Genomics)
# mIAP act: activators of mouse IAP, primary screen, biochemical, luminescence, uHTS. intestinal alkaline phosphatase [Mus musculus]. hit rate 0.24% among 330,000. AID 2805, 2010. activation factor at 10 µM. muIAP, CDP-Star luminescence, 30 min; active compounds read high; 1 = vehicle-only enzyme signal, 0 = enzyme-free wells;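 active = activation factor of at least 2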; note: the source names both 10 and 20 µM as test concentration; values of inactives mirror those of a sister screen read the other way
#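 Assay system: mouse IAP enzyme; Reagent: CDP-Star chemiluminescent phosphatase substrate; Compound: DMSO-dissolved test compounds; Incubation: 30 min, room temperature; Technique: luminescence from enzymatic CDP-Star hydrolysis; Controls: DMSO-only wells and no-enzyme negative control.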
# A3A deaminase: APOBEC3A ssDNA deaminase inhibitors, primary screen, selectivity assay for APOBEC3G inhibitor project, biochemical, FAM/TAMRA oligo cleavage fluorescence; DNA dC->dU-editing enzyme APOBEC-3A (Homo sapiens), P31941; inhibition, % at 20 µM; hit rate 0.41% among 330,000; recombinant A3A, FAM/TAMRA ssDNA deamination fluorescence;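 active = at least 40% inhibition at 20 µM here, with at most 30% in a related deaminase screen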;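 note: plate controls were A3A with DMSO for no effect and wells lacking A3A enzyme for full effect; some results filed as inactive read as strong as hits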
# tim10-1 inh: growth inhibitors of tim10-1 mutant yeast, primary screen, luminescence, uHTS; S. cerevisiae tim10-1 ts strain growth, BacTiter-Glo, 24 h; AID 463190, 2010; inhibition, % at 20 µM; hit rate 2.2% among 330,000;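 active = inhibition of at least 40%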;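 note: mutant grown at 25 °C; 0% = DMSO wells with yeast and 100% = wells holding no yeast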
# beta cell repl: inducers of MIN6 beta-cell proliferation, primary screen, ATP luminescence, uHTS; MIN6 cells proliferation, ATPlite luminescence, 48 h; cells starved in 0.2% serum; 100% = growth in 10% serum; proliferation, % at 10 µM; hit rate 0.29% among 330,000; AID 2380, 2010;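 active = compounds whose signal lies at least 3.5 SD above the mean of all wells on their plate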;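 note: 0% = DMSO-treated cells in low-serum medium and 100% = 10% serum control; some compounds called inactive have numbers as strong as hits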
# hIAP block: human IAP inhibitors, primary screen, biochemical, luminescence, uHTS; inhibition, % at 10 µM; purified IAP, CDP-Star luminescence, 30 min; hit rate 0.12% among 330,000; AID 2544, 2010;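 active = inhibition reaching a set limit with compound at 10 µM in the primary screen, cut at about 35% in these data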;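 note: plate controls were DMSO wells with enzyme for no effect and no-enzyme buffer wells for full effect; values of inactives mirror those of a sister screen read the other way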
# Target sequence (P09923 whole entry, looked up): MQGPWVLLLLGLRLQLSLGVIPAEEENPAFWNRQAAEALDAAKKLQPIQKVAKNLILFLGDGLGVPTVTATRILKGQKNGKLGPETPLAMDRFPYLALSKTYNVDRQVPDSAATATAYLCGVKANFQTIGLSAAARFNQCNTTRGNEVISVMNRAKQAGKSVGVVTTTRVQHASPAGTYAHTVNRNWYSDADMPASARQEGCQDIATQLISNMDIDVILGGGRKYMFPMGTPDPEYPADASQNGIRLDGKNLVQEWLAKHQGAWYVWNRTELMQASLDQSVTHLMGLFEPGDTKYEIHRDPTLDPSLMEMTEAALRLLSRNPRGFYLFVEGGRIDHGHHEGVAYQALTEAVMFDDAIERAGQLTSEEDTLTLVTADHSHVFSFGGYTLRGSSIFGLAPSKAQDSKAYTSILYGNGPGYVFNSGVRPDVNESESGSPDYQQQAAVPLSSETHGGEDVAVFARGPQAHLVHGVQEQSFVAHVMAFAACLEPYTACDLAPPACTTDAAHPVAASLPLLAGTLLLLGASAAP
# NALP3 yeast inh: NALP3 inflammasome inhibitors in reconstituted yeast, primary screen, luminescence, uHTS | Yeast reconstituted NLRP3/ASC/caspase-1, beta-gal luminescence, 24 h | inhibition, % at 10 µM | hit rate 0.39% among 330,000;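 active = inhibition of 50% or more; inactive = inhibition below 50%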;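 note: plate controls were induced DMSO wells for no effect and uninduced yeast grown without galactose for full effect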
# mIAP inh: inhibitors of mouse IAP, primary screen, biochemical, luminescence, uHTS | intestinal alkaline phosphatase [Mus musculus] | purified mouse IAP, CDP-Star luminescence, 30 min | inhibition, % at 10 µM | hit rate 0.2% among 330,000;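 active = inhibition of at least 40% at 10 µM in the primary screen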;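 note: plate controls were DMSO with enzyme for no effect and no enzyme wells for full effect; values of inactives mirror those of a sister screen read the other way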
# TIM10 inh: growth inhibitors of isogenic TIM10 control yeast, primary screen, counter-screen for tim10-1 yeast inhibitor project, luminescence, uHTS; S. cerevisiae TIM10 strain growth, BacTiter-Glo luminescence, 24 h; inhibition, % at 10 µM; hit rate 1.4% among 330,000; AID 463195, 2010;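 active = inhibition of 40% or more at the single tested concentration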;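 note: wild-type TIM10 isogenic control strain grown at permissive 25 °C; 0% = DMSO yeast wells and 100% = minimal medium wells without yeast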
# A3G deaminase: APOBEC3G DNA deaminase inhibitors, primary screen, biochemical, fluorescence, single-stranded DNA substrate, uHTS. DNA dC->dU-editing enzyme APOBEC-3G (Homo sapiens), Q9HC16. recombinant A3G, ssDNA deamination FAM/TAMRA fluorescence. inhibition, % at 20 µM. hit rate 0.28% among 330,000;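 active = inhibition of at least 40% at 20 µM, with no more than 30% in the related APOBEC3A deaminase screen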;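 note: plate controls were DMSO wells with A3G for no effect and wells lacking A3G enzyme for full effect; some compounds called inactive have numbers as strong as hits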
# Target sequence (Q9HC16 whole entry, looked up): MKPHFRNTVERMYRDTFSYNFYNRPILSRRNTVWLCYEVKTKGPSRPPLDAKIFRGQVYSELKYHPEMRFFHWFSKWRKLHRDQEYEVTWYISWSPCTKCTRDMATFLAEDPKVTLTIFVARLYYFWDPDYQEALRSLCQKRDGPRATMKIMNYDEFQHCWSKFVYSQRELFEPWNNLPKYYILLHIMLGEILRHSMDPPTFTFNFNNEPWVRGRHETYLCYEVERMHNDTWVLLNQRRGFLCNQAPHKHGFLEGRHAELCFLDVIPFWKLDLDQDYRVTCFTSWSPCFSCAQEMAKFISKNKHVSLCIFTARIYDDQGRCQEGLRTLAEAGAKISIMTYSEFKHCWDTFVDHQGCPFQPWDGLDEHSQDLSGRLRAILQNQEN
# * marks the source's active call; other numbers are inactive results.
(1) COc1cccc(C2C3=C(CCCC3=O)Nc3[nH]n(-c4ccccc4)c(=O)c32)c1 (stereo not given)
(2) Cc1cc2cc(NC(=O)c3ccco3)ccc2[nH]1
(3) C/C(=N\NC(=O)c1cc(-c2ccc(Br)s2)[nH]n1)c1ccncc1
(4) Cn1nnc(NC(=O)c2ccccc2F)n1
(5) CC(c1ccco1)N(C(=O)c1ccc(C#N)cc1)c1ccccn1 (stereo not given)
(6) CCOc1cc2[nH]c(=S)n(Cc3ccc(C(=O)NCCCN4CCOCC4)cc3)c(=O)c2cc1OCC
(7) CCS(=O)(=O)n1nc(-c2ccccc2)nc1SCc1ccccc1
(8) CC1(C)Cc2c(sc3nn[nH]c(=O)c23)CO1
(9) CC(C)n1c(N2CCN(C(=O)Nc3ccc(Cl)cc3)CC2)nc2ccccc21
(10) COc1cc(C(=O)NNC(=O)c2cccc(Cl)c2)ccc1OCC(=O)N1CCOCC1
Screen / compound no.	1	2	3	4	5	6	7	8	9	10
mIAP act	0.84	1	0.91	1	1	0.98	1.1	0.99	1.5	1.1
A3A deaminase	-3	-3	-4	-13	-3	0	3	0	-3	1
tim10-1 inh	-5	3	-11	8	21	-11	-3	6	10	-19
beta cell repl	-3	-5	1	1	-3	-8	-2	-1	-1	0
hIAP block	12	-14	-54	-6	-8	-7	-4	7	-7	-2
NALP3 yeast inh	13	15	14	13	10	10	10	14	5	9
mIAP inh	16	0	9	-4	-4	2	-6	1	-51	-9
TIM10 inh	5	0	11	-5	5	-4	20	27	34	1
A3G deaminase	-7	-8	-11	0	-7	0	0	0	-6	-8

(11) CCN(CC)C(=O)Cn1cc(SCC(=O)NC2CCCC2)c2ccccc21
(12) CC[C@]12c3[nH]c4ccccc4c3CCN1C(=O)C(CC(=O)NC(C)(C)C)C[C@@H]2C(=O)N1CCN(C(=O)C2CC2)CC1 (stereo not given in full)
(13) Cc1ccc(C(C)C)c(OCc2ccc(C(=O)N/N=C/c3ccc(O)c(O)c3)cc2)c1
(14) Cc1cc(C(=O)OCC(=O)NCc2ccc3c(c2)OCO3)c2ccccc2n1
(15) COc1ccc(C(CNC(=O)Cn2[nH]c(=O)c3ccccc3c2=O)N2CCCC2)cc1 (stereo not given)
(16) CC(C)Oc1ccc(CNC(=O)C2CCN(C(=O)N3CCOc4ccccc43)CC2)cc1
(17) COc1ccc(NC2=Nc3cccc4cccc2c34)cc1OC
(18) Cc1ccc(CNC(=O)C2CCC(=O)N2Cc2ccc(C)cc2)cc1 (stereo not given)
(19) Cc1ccc(Cn2nnc3c(=O)[nH]c(C4CCN(S(=O)(=O)Cc5ccccc5)CC4)nc32)cc1
(20) Cc1cccc(N2C(=O)CC(Sc3nc(-c4ccccc4)c4cc(Cl)ccc4n3)C2=O)c1 (stereo not given)
Screen / compound no.	11	12	13	14	15	16	17	18	19	20
mIAP act	1	0.92	0.84	1.1	0.96	1	0.95	0.93	0.95	1.1
A3A deaminase	-3	-3	-1	5	0	-2	-6	-2	-5	-1
tim10-1 inh	17	-7	1	9	10	7	9	-1	14	-7
beta cell repl	4	1	0	-1	-1	2	-2	1	-2	-4
hIAP block	-7	-1	-18	8	-16	27	4	-14	-2	6
NALP3 yeast inh	4	7	21	15	20	-8	15	8	15	6
mIAP inh	0	8	16	-11	4	-3	5	7	5	-8
TIM10 inh	17	0	1	6	0	12	15	11	-5	-14
A3G deaminase	-9	-7	0	-7	2	3	-6	-9	-13	1

(21) COc1ccc(/C=N/NC(=O)CCn2cnc3ccccc32)cc1
(22) COc1ccc(N(C(=O)c2cnsn2)C(C(=O)NC2CCCCC2)c2ccncc2)cc1 (stereo not given)
(23) COc1ccccc1NC(=O)CSc1n[nH]c(-c2ccccn2)n1
(24) O=C(Nc1cccc(NC(=O)c2cccs2)c1)c1ccc(Br)cc1
(25) CC(C)c1ccccc1OCCCCN1CCCCC1
(26) N#CCCN(C(=S)NC(=O)c1cccs1)c1ccccc1F
(27) CC(=O)c1ccc(NC(=O)CSc2nnc(C3CC3)n2C)cc1
(28) CC(C)(C)n1nc(-c2ccc(F)cc2)c2c(N)ncnc21
(29) Cc1cccc(NC(=O)CSCC(=O)N(C)CCOc2ccc(Cl)cc2)c1
(30) O=C(O)c1ccc(N2N=C(c3ccccc3)CC2c2ccccc2)cc1 (stereo not given)
Screen / compound no.	21	22	23	24	25	26	27	28	29	30
mIAP act	1	0.93	1	0.89	0.92	0.95	0.93	0.92	1.1	1.3
A3A deaminase	-2	2	-1	-8	-2	1	-2	-4	23	-8
tim10-1 inh	4	25	7	-10	-46	19	-8	38	20	26
beta cell repl	0	-3	-1	-1	-2	-1	-3	-4	0	-2
hIAP block	-17	-6	-18	6	13	20	-3	-34	6	-6
NALP3 yeast inh	2	1	18	16	20	0	20	93*	22	12
mIAP inh	-4	7	-2	11	8	5	7	8	-12	-32
TIM10 inh	15	7	12	-9	-21	9	3	69*	-11	-1
A3G deaminase	-2	1	-10	-7	-5	16	-4	39	-6	11

# The list goes on; the last 2 above are carried over.
(29) Cc1cccc(NC(=O)CSCC(=O)N(C)CCOc2ccc(Cl)cc2)c1
(30) O=C(O)c1ccc(N2N=C(c3ccccc3)CC2c2ccccc2)cc1 (stereo not given)
(31) Nc1nc2ccccc2n1/N=C/c1ccc([N+](=O)[O-])s1
(32) CC(NC(=O)CSC(=S)N1CCCC1)c1ccc(S(N)(=O)=O)cc1 (stereo not given)
(33) COc1cccc(NC(=O)CN2C(=O)NC3(CCCCCC3)C2=O)c1
(34) COc1ccc2oc(-c3ccccc3[N+](=O)[O-])cc(=O)c2c1
(35) CC(C)N1CCc2c(sc(NC(=O)c3ccc(S(=O)(=O)N4CCc5ccccc54)cc3)c2C(N)=O)C1
(36) COC(=O)C1CCN(C(=O)Cc2ccc(C)cc2)CC1
(37) O=C(CSc1ccc(-c2cccs2)nn1)c1cccs1
(38) CCOC(=O)CSc1nnc(-c2ccccc2NC(=O)c2ccccc2)o1
(39) Cn1nc(C(=O)NC(C)(C)C)c2ccccc21
(40) CCO[C@@H]1OC(C(N)=O)=C[C@H](c2ccccc2)[C@H]1CCCO
Screen / compound no.	29	30	31	32	33	34	35	36	37	38	39	40
mIAP act	1.1	1.3	0.84	0.97	1.1	0.95	0.89	0.95	0.95	1	0.98	1
A3A deaminase	23	-8	10	3	-4	4	-8	-3	0	0	0	3
tim10-1 inh	20	26	8	2	17	21	28	13	18	11	6	-20
beta cell repl	0	-2	-6	1	-2	0	-7	-1	-1	-3	-3	0
hIAP block	6	-6	9	2	-13	-1	22	16	6	2	-4	6
NALP3 yeast inh	22	12	27	15	-6	26	14	5	-28	-2	18	15
mIAP inh	-12	-32	16	3	-7	5	11	5	5	-4	2	-4
TIM10 inh	-11	-1	20	0	2	2	-1	5	32	9	17	-5
A3G deaminase	-6	11	1	-1	-8	-12	-9	-6	-1	-5	2	-3

# The closing 4 records of the part above are carried over, then new ones follow.
(37) O=C(CSc1ccc(-c2cccs2)nn1)c1cccs1
(38) CCOC(=O)CSc1nnc(-c2ccccc2NC(=O)c2ccccc2)o1
(39) Cn1nc(C(=O)NC(C)(C)C)c2ccccc21
(40) CCO[C@@H]1OC(C(N)=O)=C[C@H](c2ccccc2)[C@H]1CCCO
(41) CCOC(=O)/C(=C\c1ccccc1)C(=O)c1cc(C(C)=O)c(Nc2ccccc2)s1
(42) CC(C)(C)c1ccc(S(=O)(=O)N2CCCC2C(=O)NC2=NCCS2)cc1 (stereo not given)
(43) CCCC(=O)CN1C(=O)C2(OCCO2)c2ccccc21
(44) Cc1ccccc1NC(=S)NC1CC2CCC(C1)N2Cc1ccco1 (stereo not given)
(45) Cc1nn(-c2ccccc2)c2nc(Cl)c(C(=O)O)cc12
(46) COc1ccccc1C(=O)NCCC(=O)N1CC(=O)Nc2ccccc21
(47) COc1ccc(CNc2ccccn2)c(O)c1
(48) COc1cccc(C2Nc3ccccc3C(=O)N2Cc2ccccc2)c1 (stereo not given)
(49) O=C(COc1c(F)c(F)c(C(F)(F)F)c(F)c1F)Nc1ccc(N2CCOCC2)c(Cl)c1
(50) O=C(CSc1nnc(C2CC2)n1Cc1ccccc1)c1cc2ccccc2o1
Screen / compound no.	37	38	39	40	41	42	43	44	45	46	47	48	49	50
mIAP act	0.95	1	0.98	1	0.92	0.96	0.96	0.95	0.94	1.1	0.95	1	1.1	0.95
A3A deaminase	0	0	0	3	-4	3	-3	-1	2	-1	-7	1	0	1
tim10-1 inh	18	11	6	-20	36	28	9	11	7	-3	-7	14	58*	33
beta cell repl	-1	-3	-3	0	-4	-3	-4	0	0	-2	-1	-2	-5	1
hIAP block	6	2	-4	6	20	16	-12	4	-1	-5	24	10	6	9
NALP3 yeast inh	-28	-2	18	15	19	14	3	3	-4	20	6	3	20	19
mIAP inh	5	-4	2	-4	8	4	4	5	6	-12	5	-3	-12	5
TIM10 inh	32	9	17	-5	32	6	-2	-7	3	12	-3	16	43*	32
A3G deaminase	-1	-5	2	-3	-6	0	-5	1	-9	-5	-7	-5	1	-3

(51) CC(C)CCNC(=S)Nc1ccccc1F
(52) O=C(Nc1ccc(Br)c2cccnc12)c1ccc(Cn2cc(Cl)cn2)o1
(53) COc1ccc(OC)c(NC(=O)CCC(=O)Oc2ccc(C)cc2)c1
(54) O=C(NCC(c1ccco1)N1CCOCC1)C1CCCCC1 (stereo not given)
(55) CN(C)CCOc1nc(-c2ccccc2)nc2c1oc1ccccc12
(56) COc1cccc(NC(=O)CN(C)C(=O)c2ccccc2CCc2ccccc2)c1
(57) CN(C)CCCNC(=O)c1ccc(CN(c2ccccc2)S(C)(=O)=O)cc1
(58) CCN(CC)CCCNC(=O)C1CCC(CNS(=O)(=O)c2ccc(Cl)cc2)CC1 (stereo not given)
(59) Cc1cnc(NC(=O)CSc2nc3ccccc3s2)s1
Screen / compound no.	51	52	53	54	55	56	57	58	59
mIAP act	1	0.84	1	1	0.95	1.1	0.93	0.99	1.1
A3A deaminase	0	0	-3	3	5	-6	-2	-4	-2
tim10-1 inh	10	14	1	-15	-15	23	-16	-12	7
beta cell repl	4	-3	0	-4	-7	-4	1	-1	1
hIAP block	6	8	-6	12	-7	-10	-9	-3	-3
NALP3 yeast inh	10	17	4	1	2	20	13	12	13
mIAP inh	-5	16	-3	-1	5	-14	7	1	-5
TIM10 inh	2	-8	-7	-9	14	6	-8	8	21
A3G deaminase	0	-2	-7	-3	-3	3	-9	-5	-4
